# Screens as filed in PubChem.
# APE1 inh – qHTS Assay for Inhibitors of the Human Apurinic/apyrimidinic Endonuclease 1 (APE1) | actives 0.35% (n = 350,000) | DNA repair nuclease/redox regulator APEX1 (Homo sapiens), P27695 | recombinant APE1, TAMRA/BHQ-2 abasic DNA cleavage fluorescence | AID 2517, 2012 | Potency, µM (doses to about 65.8 µM), for inactives: at the highest dose activity change, negative = inhibition, actives largely listed as inhibitors;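 also: potency is read from the fitted curve at half-maximal effect; plate controls were vehicle for no effect and reference inhibitor for full effect; nearly all actives have a fitted effect of over 55% in size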
# Target sequence (P27695 whole entry, looked up): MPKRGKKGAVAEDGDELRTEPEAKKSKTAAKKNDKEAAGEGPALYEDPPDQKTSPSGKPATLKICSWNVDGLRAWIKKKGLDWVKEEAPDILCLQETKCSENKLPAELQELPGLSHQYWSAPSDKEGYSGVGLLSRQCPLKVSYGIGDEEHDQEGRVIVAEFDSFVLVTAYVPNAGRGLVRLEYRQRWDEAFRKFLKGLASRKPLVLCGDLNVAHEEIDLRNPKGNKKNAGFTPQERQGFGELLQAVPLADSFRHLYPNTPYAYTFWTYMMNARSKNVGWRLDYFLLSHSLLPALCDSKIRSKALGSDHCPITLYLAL
#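 Endonuclease cleavage of a quenched abasic-site DNA duplex (50 nM) by APE1 (0.75 nM) was tracked by TAMRA dequenching. Compounds were preincubated with enzyme 15 min at room temperature; data normalized to buffer-only and DMSO wells plus NSC13755 control.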
# Glioma ERSR ind – qHTS for Inducers of the Endoplasmic Reticulum Stress Response (ERSR) in Human Glioma: qHTS | Potency, µM, for inactives: top-dose activation, actives largely listed as activators | actives 0.02% (n = 420,000) | U87-MG GRP78 promoter luciferase reporter, 16 h; also: potency is read from the fitted curve at half-maximal effect; series mostly up to about 76 µM; % of control where 0% means no effect; nearly all actives have a fitted effect of over 35% in size
#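 Stably transfected U87-MG human glioma cells carrying a GRP78-based luminescent sensor were seeded at 1000 cells/well, pin-dosed with compounds and incubated 16 h. Luciferase reagent was then added, and end-point luminescence was read after 10 min at room temperature.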
# POLK inh – qHTS for Inhibitors of Polymerase Kappa; DNA polymerase kappa (Homo sapiens), Q9UBT6; purified Pol kappa, fluorescent DNA synthesis assay, 10 min; Potency, µM (doses to about 107 µM), for inactives: at the highest dose activity, negative = inhibition, usual class: inhibitors; actives 0.53% (n = 400,000); also: potency is read from the fitted curve at half-maximal effect; % is scaled to controls: 0 for no effect and ±100 for the full control effect
#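 Readout: fluorescence, taken kinetically at 0 and 10 min. Conditions: 10 nM Pol kappa, 15 min RT compound preincubation, 50 nM substrate final. Controls: enzyme-free buffer wells.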
# BLM helicase inh – qHTS Assay for Inhibitors of Bloom's syndrome helicase (BLM); recombinant BLM DNA unwinding, fluorescence dequenching; actives 0.2% (n = 350,000); RecQ-like DNA helicase BLM (Homo sapiens), P54132; Potency, µM (highest dose often 56.1 µM), for the others: at the top dose activity change, negative = inhibition, most hits filed as inhibitors;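 also: potency is read from the fitted curve at half-maximal effect; plate controls were vehicle for no effect and no enzyme for full effect; nearly all actives have a fitted effect of over 35% in size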
# POLH inh – qHTS for Inhibitors of Polymerase Eta. actives 1.2% (n = 390,000). recombinant Pol eta, fluorescent DNA replication assay. DNA polymerase eta (Homo sapiens), Q9Y253. Potency, µM (series often up to 114 µM), without a hit: top-dose activity change, negative = inhibition, hits mostly inhibitors; also: potency is read from the fitted curve at half-maximal effect; % is scaled to controls: 0 for no effect and ±100 for the full control effect
# Target sequence (Q9Y253 whole entry, looked up): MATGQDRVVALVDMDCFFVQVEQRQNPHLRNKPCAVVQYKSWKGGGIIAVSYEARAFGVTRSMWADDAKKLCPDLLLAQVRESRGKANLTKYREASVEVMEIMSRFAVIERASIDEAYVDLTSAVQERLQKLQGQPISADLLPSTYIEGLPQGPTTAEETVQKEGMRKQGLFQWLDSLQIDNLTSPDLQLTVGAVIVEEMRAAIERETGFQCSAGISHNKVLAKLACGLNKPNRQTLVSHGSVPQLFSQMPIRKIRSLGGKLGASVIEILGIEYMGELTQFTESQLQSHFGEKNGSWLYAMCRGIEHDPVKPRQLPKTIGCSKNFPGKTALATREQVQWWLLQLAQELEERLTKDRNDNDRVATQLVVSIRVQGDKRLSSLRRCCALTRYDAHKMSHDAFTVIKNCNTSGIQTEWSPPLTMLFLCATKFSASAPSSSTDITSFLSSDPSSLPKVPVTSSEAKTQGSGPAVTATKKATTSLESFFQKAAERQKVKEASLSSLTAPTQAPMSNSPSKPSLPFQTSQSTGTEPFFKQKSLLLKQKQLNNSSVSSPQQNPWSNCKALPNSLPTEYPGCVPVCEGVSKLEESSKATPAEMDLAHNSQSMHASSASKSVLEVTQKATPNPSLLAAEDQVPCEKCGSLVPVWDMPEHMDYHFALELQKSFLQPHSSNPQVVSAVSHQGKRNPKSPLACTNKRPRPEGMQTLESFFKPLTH
#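 Pol eta at 10 nM preincubated with compounds 15 min at room temperature; reaction started with fluorescent substrate (50 nM final) and read kinetically at 0 and 10 min.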
# POLI inh – qHTS for Inhibitors of Polymerase Iota. DNA polymerase iota (Homo sapiens), Q9UNA4. Pol iota fluorescent replication assay, 10 min. Potency, µM (top dose mostly 115 µM), without a hit: top-dose activity, negative = inhibition, most hits filed as inhibitors. actives 1% (n = 390,000). AID 588590, 2011; also: potency is read from the fitted curve at half-maximal effect
#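 Pol iota at 10 nM preincubated 15 min with compounds at room temperature; reaction started with fluorescent substrate, 50 nM final. Fluorescence read kinetically at 0 and 10 min; buffer-only wells as negative control.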
# POLB inh – qHTS Assay for Inhibitors of DNA Polymerase Beta; Pol beta primer extension/strand displacement, fluorescence kinetic; Potency, µM (highest dose often 114 µM), for inactives: top-dose activity change, negative = inhibition, hits mostly inhibitors; actives 1.3% (n = 340,000); AID 485314, 2010; also: potency is read from the fitted curve at half-maximal effect; % is scaled to controls: 0 for no effect and ±100 for the full control effect
#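 Pol beta (10 nM) was preincubated with compound for 15 min at room temperature. The reaction was then started with 50 nM substrate and read immediately and after a further 10 min at room temperature.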
# LDHA inh – qHTS assay for inhibitors of human lactate dehydrogenase | activity change, % (values are at about 110 or 230 µM) | actives 0.15% (n = 480,000) | purified LDHA, NADH/diaphorase-resazurin fluorescence; active compounds read low | AID 1347041, 2019; in the data active = activity change below about -30%; inconclusive = mostly about -25% to -30%;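 also: plate controls were DMSO wells for no effect and wells without enzyme for full effect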
#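 Enzyme activity of human lactate dehydrogenase 5 (2 nM; 0.06 mM NADH, 0.2 mM pyruvate, 5 min, RT) is measured via a resazurin/diaphorase fluorescence readout of residual NADH.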
# Apoferritin bind – qHTS Assay for Identification of Novel General Anesthetics | apoferritin/1-aminoanthracene competitive binding, fluorescence | Ferritin light chain (Equus caballus), P02791 | actives 0.074% (n = 350,000) | Potency, µM (top dose mostly 77.5 µM), for the others: top-dose activity change, negative = displacement, actives largely listed as inhibitors; also: potency is read from the fitted curve at half-maximal effect; % is scaled to controls: 0 for no effect and ±100 for the full control effect; nearly all actives have a fitted effect of over 20% in size
#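 10 uM apoferritin + 50% sat. 1-AMA, PBS; cpd 10 min RT; Ex380/Em535 endpoint; normalized to free probe vs complex; 4-param Hill fit; propofol titration as pos. ctrl.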
# Active calls of the source: *; ? = inconclusive; · = no result given; & = joins results of further samples; [ ] = remark or other dose. Unless noted, calls follow the shape of the dose curve; as a rule, active = well fitted curve in the direction sought with a large enough effect; inconclusive = small, poorly fitted or top-dose-only effect, or another doubt; inactive = no such curve, though single readings can be large; an effect the other way counts as inactive or inconclusive.
no. | Compound | APE1 inh | POLI inh | Glioma ERSR ind | POLK inh | POLH inh | LDHA inh | BLM helicase inh | Apoferritin bind | POLB inh
1 | COc1ccccc1CN(C)C(=O)c1ccccc1SCC(=O)N1CCCC1 | 17% | 0% | 3% | 0% | -16% | 0 | · | · | ·
2 | CCOc1ccc(-c2nc(C#N)c(N3CCCCCC3)o2)cc1 | -7% | 0% | -4% | -25% | -7% | -6 | -2% | 5% | 0%
3 | O=C(COC(=O)Cn1nnc(-c2ccccc2)n1)Nc1cc(F)ccc1F | 10% | -12% | -3% | -16% | -15% | -15 | · | · | ·
4 | CC[C@]12c3[nH]c4ccc(OC)cc4c3CCN1C(=O)C(CC(=O)NCc1ccco1)C[C@@H]2C(=O)N1CCN(C(=O)c2ccco2)CC1 (stereo not given in full) | 6% | -4% | -4% | -6% | -14% | -9 | · | · | ·
5 | O=C1CC(c2ccccc2)CC2=C1C(c1ccco1)n1nc(C(F)(F)F)nc1N2 (stereo not given) | · | 36%[activator] | -4% | -7% | · | -6 | · | · | ·
6 | O=C(Nc1ccc(F)cc1C(F)(F)F)C1CCN(c2ncccn2)CC1 | · | 42%[activator] | -1% | 3% | -17% | -4 | -3% | -7% | 14%
7 | O=C(CNC(=O)C1CCCCC1)OCC(=O)c1ccc(Br)cc1 | -2% | 0%&27% | -1%&3% | -5%&-2% | -23% | -11&-2 | -1% | ? | 21%
8 | COc1ccc(CNc2nc(NCc3ccc(OC)cc3)c3[nH]cnc3n2)cc1 | 3% | 8% | -5% | -6% | -1% | -9 | -5% | -12% | 0%
9 | CCOC(=O)c1cc(-c2ccc(C)cc2)n(CC(=O)Nc2cccc(C(C)=O)c2)c1C | · | 4% | -3% | 9% | -15% | -2 | -3% | ? | 25%
10 | COc1ccccc1CC(=O)N1CCC(CCC(=O)NC2CC2)CC1 | 11% | -7% | -2% | -10% | -11% | -4 | 0% | 3% | 15%
11 | CC1CC(C)CN(C(=O)COC(=O)Cc2ccc(Br)cc2)C1 (stereo not given) | 26% | 50%[activator] | -4% | -8% | -4% | -9 | -6% | ? | 21%
12 | COc1ccccc1N1C(=O)C2C(c3ccc(F)cc3)NN(C(=O)c3ccc(C)cc3)C2C1=O (stereo not given) | 2% | 8% | 0% | -12% | -9% | -7 | -8% | -13% | -1%
13 | Cc1ccc(CN2CCN(C(=O)CCc3ccccc3)CC2)cc1 | 32% | 109%[activator] | -3% | -1% | -23% | -2 | -4% | -19% | 1%
14 | O=[N+]([O-])c1cccc(C2=NC(c3ccccc3)CO2)c1 (stereo not given) | -3% | 15% | -1% | -9% | -8% | 2 | -1% | -9% | 2%
15 | COc1cc2ccccc2cc1C(=O)Nc1ccncc1 | 14% | 16% | 6% | -10% | 4% | -4 | · | · | ·
16 | O=C(NCc1ccccn1)c1cc(S(=O)(=O)N2CCCCCC2)ccc1Cl | 2% | 15% | -3% | -1% | -7% | -1 | 0% | -6% | -10%
17 | O=C(CSc1nnc(-c2ccncc2)n1Cc1ccccc1)NC1CCCCC1 | -7% | 2% | -3% | 7% | -6% | -1 | -5% | -3% | -23%
18 | CCOc1cc(C(=O)NCCCn2ccnc2)cc(OCC)c1OCC | 6% | 23% | -1% | -5% | -17% | -4 | 3% | -5% | 17%
19 | O=C(NCc1ccccc1)C1(C(F)(F)F)CC(CCCO)CCCO1 (stereo not given) | 7% | -1%&15% | 1%&-4% | 0%&-7% | -15% | -4 | 0% | -1% | ·
20 | COc1ccc(CCNC(=S)Nc2ccc(S(=O)(=O)Nc3ncccn3)cc2)cc1OC | 37% | 8% | -2% | -14% | -3% | -6 | 1% | 0% | 24%

# Quoted at random: 3 entries already listed, in no set order.
no. | Compound | APE1 inh | POLI inh | Glioma ERSR ind | POLK inh | POLH inh | LDHA inh | BLM helicase inh | Apoferritin bind | POLB inh
16 | O=C(NCc1ccccn1)c1cc(S(=O)(=O)N2CCCCCC2)ccc1Cl | 2% | 15% | -3% | -1% | -7% | -1 | 0% | -6% | -10%
19 | O=C(NCc1ccccc1)C1(C(F)(F)F)CC(CCCO)CCCO1 (stereo not given) | 7% | -1%&15% | 1%&-4% | 0%&-7% | -15% | -4 | 0% | -1% | ·
12 | COc1ccccc1N1C(=O)C2C(c3ccc(F)cc3)NN(C(=O)c3ccc(C)cc3)C2C1=O (stereo not given) | 2% | 8% | 0% | -12% | -9% | -7 | -8% | -13% | -1%

# Following part.
no. | Compound | APE1 inh | POLI inh | Glioma ERSR ind | POLK inh | POLH inh | LDHA inh | BLM helicase inh | Apoferritin bind | POLB inh
21 | CCOCC(=O)Nc1nnc(COc2ccc(Cl)cc2)s1 | 0% | 23% | -1% | -19% | 3% | -2 | -2% | -17% | 2%
22 | COc1ccc(-c2cc(CNS(=O)(=O)c3ccccc3)on2)cc1 | 2% | 3% | 3% | -19% | 4% | 0 | -4% | -6% | 1%
23 | O=C1NC(=O)c2cc(NC(=O)c3cccc4ccccc34)ccc21 | 40% | -1% | -2% | -9% | 0% | -9 | -3% | -11% | -24%
24 | CCCCn1c(=O)[nH]c(=O)c2c1nc(-c1ccsc1)n2Cc1ccccc1 | -5% | 0% | -6% | -2% | ? | 7 | -8% | -16% | -1%
25 | COc1ccccc1-c1nc(N(C)Cc2ccco2)c2ccccc2n1 | 8% | · | -4% | -4%[60.1 µM] | · | · | 43%[activator] | · | ·
26 | COc1ccccc1C(=O)NCCC(=O)Nc1ncccc1C | 5% | 12% | -4% | -3% | -6% | -9 | -12% | -5% | 42%
27 | CC(C)(C)c1nnc(NC(=O)COc2ccc3c(c2)OCO3)s1 | 2% | 1% | -2% | -10% | -9% | -1 | · | · | ·
28 | O=C1CCC(C(=O)N2CCOCC2)CN1Cc1ccc(Cl)cc1 (stereo not given) | 1% | -27% | -5% | -10% | -1% | -7 | -5% | -2% | 28%
29 | CC(OC(=O)c1cccs1)C(=O)NC1CC1 (stereo not given) | 5% | 58%[activator] | 5% | 3% | -2% | 3 | 0% | 5% | 46%
30 | Cc1ccc2c(c1)c(C)cc(=O)n2CCC(=O)O | -7% | 3% | -3% | -6%[60.1 µM] | -3% | -9 | 3% | 4% | 13µM*
31 | CCNC(=O)COC(=O)C1C(C(=O)OCC)=C(C)NC(C)=C1C(=O)OCC | -3% | 8% | -2% | -16% | -6% | -7 | -1% | 7% | 35%
32 | CC(/C=C1\SC(=S)N(NC(=O)c2ccc(C)cc2)C1=O)=C\c1ccccc1 | -5% | -2% | -5% | -22% | 4% | 4 | -10% | ? | 2%
33 | Cc1cc(OC(=O)c2ccccc2Cl)cc(=O)n1C | -4% | 3% | 5% | -7% | -18% | -3 | -1% | -8% | 13%
34 | CCOc1ccc(NC(=O)c2cccc(N3CCCS3(=O)=O)c2)cc1 | · | 20% | 2% | 21% | -16% | 3 | -4% | 5% | 12%
35 | CCCC(=O)N1CCc2[nH]c3ccccc3c2C1 | -3% | 13% | 1% | -11% | ? | 15 | -9% | 123%[activator] | 73%
36 | Cc1ccc(Sc2cc(NCCCO)c([N+](=O)[O-])c3nonc23)cc1 | 5% | 31%[activator] | -1% | 1% | -32% | -1 | -4% | 0% | 14%
37 | COc1ccc(NC(=O)c2c(Cl)nc3ccccn23)cc1 | 0% | 42%[activator] | 4% | -3% | -9% | -6 | 0% | -1% | -1%
38 | CN1CCN(c2ncncc2-c2cccnc2)CC1 | 1% | · | -1% | ? | · | · | -17% | · | ·
39 | CCn1c(SCC(=O)Nc2nccs2)nnc1C1CC1 | 1% | 1% | 1% | -13% | 3% | 0 | 1% | -6% | 7%
40 | CC(Oc1ccc(Br)cc1)C(=O)Nc1ncn[nH]1 (stereo not given) | · | 26% | -2% | 5% | -14% | -10 | -2% | -4% | 11%

# Along the list, from the results shown:
# Entries 31–38 in APE1 inh: -3%, -5%, -4%, ·, -3%, 5%, 0%, 1%
# Entries 31–38 in Glioma ERSR ind: -2%, -5%, 5%, 2%, 1%, -1%, 4%, -1%

# Results in Glioma ERSR ind and BLM helicase inh, for three of the compounds above:
No.	SMILES	Glioma ERSR ind	BLM helicase inh
30	Cc1ccc2c(c1)c(C)cc(=O)n2CCC(=O)O	-3%	3%
31	CCNC(=O)COC(=O)C1C(C(=O)OCC)=C(C)NC(C)=C1C(=O)OCC	-2%	-1%
32	CC(/C=C1\SC(=S)N(NC(=O)c2ccc(C)cc2)C1=O)=C\c1ccccc1	-5%	-10%

# Later entries:
no. | Compound | APE1 inh | POLI inh | Glioma ERSR ind | POLK inh | POLH inh | LDHA inh | BLM helicase inh | Apoferritin bind | POLB inh
41 | Cc1ccc(O)c(C(=O)CC(=O)c2ccc(C(C)(C)C)cc2)c1 | -13% | ? | 6% | -3% | -22% | -1 | -7% | ? | 2%
42 | O=C(C1=C[C@H](c2csc3ccccc23)C[C@H](OCCCCO)O1)N1CCN(Cc2ccccc2)CC1 | 0% | 18% | -3% | 2% | -12% | 1 | -3% | -14% | -21%
43 | CCCNC(=O)c1c(C)nn(-c2cccc(C)c2)c1-n1cccc1 | · | 27% | -1% | -1% | -6% | 0 | -1% | -8% | 0%
44 | c1ccc(CSc2nc3ncncc3[nH]2)cc1 | -4% | -4% | 0% | -7% | 7% | -2 | 2% | 3% | -4%
45 | Cc1ccc(N(C)C(=O)C2CCN(S(=O)(=O)c3cn(C)cn3)CC2)cc1 | · | -8% | -1% | -11%[60.1 µM] | -16% | -7 | 1% | 56%[activator] | 2%
46 | O=C(N[C@@H](Cc1ccccc1)C(=O)O)c1ccncc1 | -2% | 10% | 0% | 15% | -17% | 0 | -2% | 1% | 4%

# This is a subset, so the mix of outcomes need not match the whole.
